LYPLA1 inh: blocks human lysophospholipase 1, a PME1 counter-screen; O75608; recombinant LYPLA1, FP-Rh probe fluorescence polarization; inhibition, % at 5.9 µM; 320,000 tested, 0.16% active;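 active = inhibition above the mean of all tested compounds plus 3 SD, set per campaign, cut at about 14% in these data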;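 note: inhibitors block serine hydrolase probe labeling of LYPLA1 so polarization falls; 0% = enzyme with DMSO and 100% = wells lacking LYPLA1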
Target sequence (O75608 whole entry, looked up): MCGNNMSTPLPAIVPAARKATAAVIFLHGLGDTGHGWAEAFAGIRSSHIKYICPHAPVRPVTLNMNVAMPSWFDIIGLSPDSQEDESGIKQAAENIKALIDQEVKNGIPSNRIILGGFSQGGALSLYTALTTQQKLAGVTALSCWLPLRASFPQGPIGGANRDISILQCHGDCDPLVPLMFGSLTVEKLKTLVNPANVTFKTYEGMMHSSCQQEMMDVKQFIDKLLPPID
pPAFAH inh: inhibitors of human plasma PAF acetylhydrolase (pPAFAH). Q13093. recombinant pPAFAH, FP-rhodamine probe fluorescence polarization. inhibition, % at 3.39 µM. 330,000 tested, 1.5% active;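 active = inhibition above the mean inhibition across the screen plus 3 SD, cut at about 25% in these data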;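 note: inhibitors block binding of the rhodamine activity-based probe so polarization drops; 0% = enzyme with DMSO and 100% = wells lacking pPAFAH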
Target sequence (Q13093 whole entry, looked up): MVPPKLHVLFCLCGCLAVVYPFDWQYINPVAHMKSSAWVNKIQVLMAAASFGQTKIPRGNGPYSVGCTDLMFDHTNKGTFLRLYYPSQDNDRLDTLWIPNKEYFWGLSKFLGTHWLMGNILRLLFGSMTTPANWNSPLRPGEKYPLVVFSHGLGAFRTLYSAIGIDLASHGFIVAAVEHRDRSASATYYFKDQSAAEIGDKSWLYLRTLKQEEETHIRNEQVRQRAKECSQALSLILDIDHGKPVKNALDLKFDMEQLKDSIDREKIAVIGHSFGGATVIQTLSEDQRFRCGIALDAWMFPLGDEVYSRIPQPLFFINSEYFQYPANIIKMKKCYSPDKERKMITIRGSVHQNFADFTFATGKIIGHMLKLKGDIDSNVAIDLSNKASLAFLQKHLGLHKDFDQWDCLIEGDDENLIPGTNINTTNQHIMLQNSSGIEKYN
GSTO1 inh: counter-screen for RBBP9 inhibitors: inhibitors of human GSTO1 | 300,000 tested, 1.1% active | inhibition, % at 5.96 µM | recombinant GSTO1, activity-based probe fluorescence polarization | P78417;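 active = inhibition above the campaign mean inhibition plus 3 SD, cut at about 35% in these data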;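 note: 0% = GSTO1-1 with DMSO and 100% = wells lacking GSTO1-1 enzyme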
PAD4 inh: blocks human protein arginine deiminase 4. 330,000 tested, 0.41% active. recombinant PAD4, RCA probe fluorescence polarization. inhibition, % at 6.36 µM;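 active = percent inhibition above a cutoff equal to the mean of all tested compounds plus 3 SD, cut at about 15% in these data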;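 note: 0% = PAD4 with RCA probe and DMSO and 100% = probe without PAD4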
PME-1 primary: blocks human protein phosphatase methylesterase 1. 320,000 tested, 0.53% active. AID 2130. recombinant PME-1, FP-Rh probe fluorescence polarization. inhibition, % at 5.9 µM;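 active = inhibition above the campaign mean of all compounds plus 3 SD, cut at about 26% in these data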;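 note: competitive labeling of PME-1 active site by serine hydrolase directed probe; 0% = PME-1 with DMSO and 100% = wells lacking PME-1 enzyme; inhibitors block probe labeling so polarization falls and inhibition rises; many of its hits are not listed in these tables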
PREPL inh: inhibitors of human prolyl oligopeptidase-like enzyme PREPL; recombinant PREPL, fluorescence polarization activity-based probe; 320,000 tested, 0.68% active; AID 2751; inhibition, % at 5.96 µM; in the data active = inhibition above about 43%;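 note: 0% = enzyme with DMSO and 100% = wells lacking enzyme; many of its hits are not listed in these tables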
PAFAH1B2 FP inh: blocks human PAF acetylhydrolase 1b catalytic subunit 2 | 340,000 tested, 1.2% active | recombinant PAFAH1B2, FP-rhodamine activity probe, fluorescence polarization | inhibition, % at 3.39 µM;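 active = inhibition above the mean of all tested compounds plus 3 SD, cut at about 24% in these data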;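 note: 0% = enzyme with DMSO and 100% = wells lacking PAFAH1B2; many of its hits are not listed in these tables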
Target sequence (P68402 whole entry, looked up): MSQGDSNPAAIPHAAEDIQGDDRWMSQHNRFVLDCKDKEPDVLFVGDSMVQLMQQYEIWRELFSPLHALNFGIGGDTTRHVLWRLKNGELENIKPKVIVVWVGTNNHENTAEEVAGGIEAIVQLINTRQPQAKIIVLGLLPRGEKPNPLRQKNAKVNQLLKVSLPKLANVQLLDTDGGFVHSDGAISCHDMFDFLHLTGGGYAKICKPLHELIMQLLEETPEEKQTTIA
PAFAH1B3 FP inh: inhibitors of human PAFAH1B3. Q15102. recombinant PAFAH1B3, FP-rhodamine probe, fluorescence polarization. inhibition, % at 3.39 µM. 340,000 tested, 0.28% active;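 active = inhibition above the screen-wide average of all tested compounds plus 3 SD, cut at about 25% in these data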;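 note: 0% = enzyme with DMSO only and 100% = wells lacking PAFAH1B3 protein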
LYPLA2 counter: counter-screen for PME1 inhibitors: inhibitors of human LYPLA2; recombinant LYPLA2, FP-Rh probe fluorescence polarization; inhibition, % at 5.9 µM; 320,000 tested, 0.38% active; AID 2177;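 active = inhibition above the screen-wide mean plus 3 SD, limit set per campaign, cut at about 26% in these data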;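 note: 0% = LYPLA2 with DMSO and 100% = wells lacking LYPLA2 enzyme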
Numbers without * were called inactive; / = not tested or not shown. An excerpt. The share of hits here may be higher or lower than overall.

compound | LYPLA1 inh | pPAFAH inh | GSTO1 inh | PAD4 inh | PME-1 primary | PREPL inh | PAFAH1B2 FP inh | PAFAH1B3 FP inh | LYPLA2 counter
Cc1c(Cl)cccc1NC(=O)CSc1nc2c(c(=O)[nH]1)CCCC2 | 1 | 2 | -27 | -4 | -1 | 10 | / | / | -4
COc1ccc(-n2nnc3c(=O)n(CC(=O)Nc4cc(C)on4)cnc32)cc1OC | 1 | 2 | -3 | -6 | 2 | -15 | 5 | 5 | 4
CNc1ccc(Cl)cc1C(N)=O | 3 | 1 | 2 | 0 | 1 | 6 | 2 | 4 | -2
CCOc1ccc(CNC(=O)CCC(=O)N2CCSc3ccccc32)cc1 | 0 | -4 | 4 | -4 | 0 | 7 | 4 | 4 | 2
Cc1ccc(C(C)C)c(OCC(=O)NS(=O)(=O)c2ccc(Cl)cc2)c1 | -4 | -3 | 5 | -2 | 1 | -3 | 14 | 3 | -2
Cc1cccc(NC(=O)CSc2nnc(NC(=O)CN3CCCCC3)s2)c1 | 0 | -3 | 5 | -1 | 2 | 5 | / | / | -6
COc1ccccc1NS(=O)(=O)c1cccc(C(=O)N/N=C2\CC(=O)CC(C)(C)C2)c1 | 5 | 7 | -7 | 0 | 6 | 6 | 10 | -2 | 10
CCCCN(C)C/C(O)=C(\C#N)c1nc(-c2ccccc2)cs1 | 5 | 6 | 5 | -2 | 0 | 6 | 0 | 5 | 8
CN(C)c1ccc(NC(=O)Oc2ccccc2)cc1 | 0 | 19 | 39* | 17* | 8 | 21 | 4 | -1 | 9
COc1cccc(CSc2nc3ccncc3[nH]2)c1 | 0 | 2 | 7 | 1 | -3 | -6 | -1 | 7 | 2
O=C1C2C3c4ccccc4C(c4ccccc43)C2C(=O)N1Cc1ccccn1 (configuration not stated) | -1 | 0 | 8 | 9 | -3 | -16 | 8 | 2 | 2
CCN(c1ccccc1)S(=O)(=O)c1cc(CN2C(=O)c3cccnc3C2=O)ccc1OC | 1 | 4 | -4 | -7 | 3 | -7 | 6 | 11 | -1
NC(=O)CSc1nnnn1-c1cccc(Cl)c1 | -3 | 7 | 0 | -5 | -5 | 3 | 4 | 16 | 6
c1ccc2[nH]c(CSc3ncnc4c3oc3ccccc34)nc2c1 | -1 | -3 | 1 | -5 | -28 | -22 | 4 | 2 | -4
CC1(C)C=Cc2cc3ccc(=O)oc3cc2O1 | -2 | 6 | 4 | 3 | -2 | 0 | 3 | 7 | 9
C[C@H]1[C@H](C)CC[C@]2(C)CC[C@]3(C)C(=CC[C@@H]4[C@@]5(C)CC[C@@H](O)[C@](C)(C(=O)O)[C@@H]5CC[C@]43C)[C@H]12 | -9 | 1 | 3 | -5 | -5 | -10 | / | / | -2
Clc1cc(Br)ccc1OCCCn1ccnc1 | 1 | -3 | 2 | -6 | -1 | 4 | 6 | 0 | -1
O=C(NC1CCCC1)c1ccc([N+](=O)[O-])s1 | 3 | 0 | 15 | -3 | -1 | 9 | -3 | 10 | 4
CCOC(=O)c1cc(S(=O)(=O)N2CCC(C)CC2)cn1C | -2 | 0 | -1 | 1 | 2 | -8 | 10 | 7 | 0
COc1ccc(CCNc2cc(C)nc3c(-c4ccc(Cl)cc4)c(C)nn23)cc1OC | -4 | -3 | 1 | 0 | 1 | 9 | 0 | 9 | -4
N#CCSc1ncccc1-c1nc2ccccc2[nH]1 | -4 | 1 | -3 | -7 | -3 | 8 | -2 | 10 | -3
CCC(OC(=O)c1nsc(Cl)c1Cl)C(=O)NCc1cccs1 (configuration not stated) | -1 | 28* | 0 | -7 | -2 | -11 | 0 | -1 | -1
O=C1CCC/C(=N\NC(=O)c2ccc(CSc3cccc4cccnc34)cc2)C1 | 5 | 9 | 3 | 0 | 2 | 5 | 0 | 6 | 18
CCN1C(=O)/C(=C/c2cc(C)n(C)c2C)SC1=Nc1ccc(OC)cc1 | 0 | 3 | 3 | 4 | 7 | 42 | 5 | 3 | 9
COc1ccc(NC(=O)CS(=O)(=O)c2ccc(Br)cc2)cc1 | 2 | 2 | 7 | 1 | -4 | -64 | 10 | 2 | -2
COc1ccc(-c2nc3cc([N+](=O)[O-])ccc3o2)cc1 | 2 | 2 | 4 | 0 | -8 | -3 | -1 | 5 | 2
Cc1ccc(CNC(=O)CN2C(=O)c3ccccc3S2(=O)=O)cc1 | 0 | 2 | 4 | -5 | 11 | 4 | 3 | -1 | 1
Cc1occc1C(=O)N/N=C/c1cnn(C)c1C | 0 | 1 | 2 | 0 | -1 | 0 | 1 | -3 | 7
CC(=O)c1ccc(OCC(=O)Nc2ccc(N3CCCCC3)cc2)cc1 | 0 | 1 | / | -4 | 10 | 21 | 6 | 9 | 2
CC(C)=CCCC(C)N(C=O)C(C)CCC=C(C)C (configuration not stated) | -1 | 5 | -1 | -4 | -5 | -10 | 5 | 2 | 1

Structural class: the compounds so far containing a cyano group
compound | LYPLA1 inh | pPAFAH inh | GSTO1 inh | PAD4 inh | PME-1 primary | PREPL inh | PAFAH1B2 FP inh | PAFAH1B3 FP inh | LYPLA2 counter
CCCCN(C)C/C(O)=C(\C#N)c1nc(-c2ccccc2)cs1 | 5 | 6 | 5 | -2 | 0 | 6 | 0 | 5 | 8
N#CCSc1ncccc1-c1nc2ccccc2[nH]1 | -4 | 1 | -3 | -7 | -3 | 8 | -2 | 10 | -3

The listing picks up, starting seven compounds before the break.
compound | LYPLA1 inh | pPAFAH inh | GSTO1 inh | PAD4 inh | PME-1 primary | PREPL inh | PAFAH1B2 FP inh | PAFAH1B3 FP inh | LYPLA2 counter
CCN1C(=O)/C(=C/c2cc(C)n(C)c2C)SC1=Nc1ccc(OC)cc1 | 0 | 3 | 3 | 4 | 7 | 42 | 5 | 3 | 9
COc1ccc(NC(=O)CS(=O)(=O)c2ccc(Br)cc2)cc1 | 2 | 2 | 7 | 1 | -4 | -64 | 10 | 2 | -2
COc1ccc(-c2nc3cc([N+](=O)[O-])ccc3o2)cc1 | 2 | 2 | 4 | 0 | -8 | -3 | -1 | 5 | 2
Cc1ccc(CNC(=O)CN2C(=O)c3ccccc3S2(=O)=O)cc1 | 0 | 2 | 4 | -5 | 11 | 4 | 3 | -1 | 1
Cc1occc1C(=O)N/N=C/c1cnn(C)c1C | 0 | 1 | 2 | 0 | -1 | 0 | 1 | -3 | 7
CC(=O)c1ccc(OCC(=O)Nc2ccc(N3CCCCC3)cc2)cc1 | 0 | 1 | / | -4 | 10 | 21 | 6 | 9 | 2
CC(C)=CCCC(C)N(C=O)C(C)CCC=C(C)C (configuration not stated) | -1 | 5 | -1 | -4 | -5 | -10 | 5 | 2 | 1
CCOC(=O)[C@H]1[C@H]2COc3ccc(OC)cc3[C@@H]2N2C(=O)CN(CC3CCCO3)C(=O)[C@@]12C (some centres not stated) | -1 | 2 | / | -1 | 5 | 4 | 0 | 4 | -3
Cn1nc(-c2ccc(Cl)cc2)c2cc(C(=O)NCCCN3CCOCC3)sc21 | -35 | 0 | -7 | 2 | -5 | -34 | 1 | 0 | -8
NC(=O)[C@@H]1CC2(CC(c3cccc(NC(=O)CC(c4ccccc4)c4ccccc4)c3)=NO2)CN1C(=O)c1ccc(Cl)cc1 (some centres not stated) | -28 | -8 | -21 | -3 | -42 | -3 | -7 | -8 | -61
CN(CC(=O)Nc1ccc(Cl)cc1)CC(=O)Nc1cccc2ccccc12 | -5 | 2 | / | 2 | -1 | -8 | 5 | 9 | -2
O=C1C(=O)N(CCN2CCOCC2)C(c2ccc(Cl)c(Cl)c2)/C1=C(/O)c1ccc2c(c1)OCO2 (configuration not stated) | 0 | 2 | -1 | 6 | -1 | 16 | -1 | 9 | -2
COc1ccc(CCC(C)NCc2ccccc2OC)cc1 (configuration not stated) | -2 | 9 | 3 | 2 | 3 | -14 | 1 | 6 | 4
CCN(CC)CCCn1c2c(c(SCC(=O)Nc3nc4ccccc4s3)nc1=O)CCC2 | 0 | 4 | 1 | 9 | 2 | 24 | -1 | -1 | 5
O=C(c1ccccc1)c1ccc2cc(O)ccc2c1 | -6 | 7 | -4 | 0 | -2 | 5 | 4 | 4 | -1
CSCCC(NC(=O)/C(=C/c1ccc(F)cc1)NC(C)=O)C(=O)O (configuration not stated) | 4 | 1 | 8 | -3 | 3 | -2 | 0 | 4 | 10
Oc1ccc(/C(Cc2ccccn2)=N\Nc2ccccc2)c(O)c1 | -4 | 8 | 14 | -1 | 4 | 13 | -1 | 6 | 7
COc1ccc(NCc2nnc(SCC(=O)Nc3ccccc3)n2C)cc1 | 8 | 4 | 7 | 2 | 2 | 7 | -5 | -2 | 1
O=C(COC(=O)c1nc(Cl)ccc1Cl)Nc1ccc2c(c1)OCO2 | -3 | 14 | -2 | -2 | 1 | 1 | 2 | -3 | 0
CC(C)(O)c1[nH]c2ccc(C(F)(F)F)cc2c1C(C)(C)O | 1 | -2 | 6 | 0 | -4 | 8 | -3 | 9 | -8
CSC(=NC#N)N1CCN(c2ccc(Cl)cc2)CC1 | 17* | 3 | 7 | 0 | 0 | 1 | 7 | -4 | 6
COc1ccc(C(=O)NCC(=O)N/N=C(\C)c2ccco2)cc1OC | 1 | -8 | 3 | 0 | -1 | 15 | 5 | 6 | 2
CCCCNC(=S)NCc1ccc2[nH]c3c(c2c1)CCCC3 | -3 | 10 | 0 | -2 | 16 | 11 | 5 | 4 | 3
O=C(CSc1ccc2nnc(-c3ccc(F)cc3)n2n1)NCc1ccco1 | 2 | 13 | 7 | 0 | 3 | -31 | 1 | 2 | 0
COc1ccc(Cn2nnnc2CN(CCCN2CCOCC2)Cc2cc3cc(OC)ccc3[nH]c2=O)cc1 | 4 | 7 | 6 | -5 | 0 | 20 | 3 | 5 | 7
O=C(CCc1ccccc1)N1N=C(c2ccncc2)CC1(O)C(F)(F)F (configuration not stated) | -3 | 1 | -9 | -2 | -2 | -24 | 2 | 5 | -5
CCOC(=O)c1[nH]c(C)c(C(=O)N2CCN(c3ccc(OC)cc3)CC2)c1C | -2 | 1 | 8 | -8 | -3 | 15 | -2 | 6 | 1
CCC1Oc2ccc(C)cc2N(CC(=O)NCCN2CCCCCC2)C1=O (configuration not stated) | 0 | 3 | 6 | -4 | 3 | 6 | 5 | -2 | 3
CCOC(=O)C(NC(=O)c1ccccc1)(OCc1ccc(F)cc1)C(F)(F)F (configuration not stated) | -1 | -1 | 4 | 2 | -1 | -1 | 1 | 6 | -4

Pulled one by one from the list above:
compound | LYPLA1 inh | pPAFAH inh | GSTO1 inh | PAD4 inh | PME-1 primary | PREPL inh | PAFAH1B2 FP inh | PAFAH1B3 FP inh | LYPLA2 counter
O=C1C(=O)N(CCN2CCOCC2)C(c2ccc(Cl)c(Cl)c2)/C1=C(/O)c1ccc2c(c1)OCO2 (configuration not stated) | 0 | 2 | -1 | 6 | -1 | 16 | -1 | 9 | -2
CSC(=NC#N)N1CCN(c2ccc(Cl)cc2)CC1 | 17* | 3 | 7 | 0 | 0 | 1 | 7 | -4 | 6
COc1ccc(-n2nnc3c(=O)n(CC(=O)Nc4cc(C)on4)cnc32)cc1OC | 1 | 2 | -3 | -6 | 2 | -15 | 5 | 5 | 4
NC(=O)CSc1nnnn1-c1cccc(Cl)c1 | -3 | 7 | 0 | -5 | -5 | 3 | 4 | 16 | 6

From PubChem BioAssay
